# Assay outcomes as filed in PubChem BioAssay.
# GLD-1 RNA inh – GLD-1-TGE RNA interaction inhibition (C. elegans). AID 2280. 0.44% of 320,000 active. Q17339. purified GLD-1 + fluorescein TGE RNA, fluorescence polarization. inhibition, % at 5.96 µM;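 active = percent inhibition above a per-plate cutoff, the plate mean of test compounds plus 3 SD, cut at about 30% in these data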;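 also: 0% = DMSO wells with GLD-1 and probe and 100% = wells lacking GLD-1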
# TPT1 inhibitor – C. albicans TPT1 enzyme inhibition. recombinant caTPT1, FP RNA substrate dephosphorylation. inhibition, % at 5 µM. 0.81% of 300,000 active. AID 1962;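 active = inhibition above the mean of all tested compounds plus 3 SD, set per screening campaign, cut at about 24% in these data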;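 also: plate controls were DMSO alone for no effect and ferristatin control at 100 nM for full effect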
# MCL1-BIM inh – MCL1-BIM-BH3 interaction inhibition (human); Q07820; GST-MCL1 / FITC-Bim-BH3 fluorescence polarization; inhibition, % at 10.9 µM; 0.68% of 320,000 active;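 active = inhibition above the mean inhibition of all tested compounds plus 3 SD, set per campaign, cut at about 40% in these data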;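 also: 0% = DMSO wells and 100% = unlabeled Bim-BH3 peptide control; higher means more loss of mP so more displacement of Bim peptide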
# PME-1 primary – PME-1 (human) inhibition; Q9Y570; inhibition, % at 5.9 µM; AID 2130; 0.53% of 320,000 active; recombinant PME-1, FP-Rh probe fluorescence polarization;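 active = inhibition above the campaign mean of all compounds plus 3 SD, cut at about 26% in these data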;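 also: competitive labeling of PME-1 active site by serine hydrolase directed probe; 0% = PME-1 with DMSO and 100% = wells lacking PME-1 enzyme; inhibitors block probe labeling so polarization falls and inhibition rises; many of its hits are not listed in these tables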
# Fam108B counter – Fam108B inhibition, counter-screen for RBBP9 inhibitors. recombinant Fam108B, FP-Rh probe fluorescence polarization. inhibition, % at 9.51 µM. 0.33% of 300,000 active. AID 1947;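 active = inhibition above the screen mean inhibition plus 3 SD, computed separately per campaign, cut at about 18% in these data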;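 also: inhibitors lower polarization as less probe binds the enzyme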
# MEX-5 binding – C. elegans MEX-5 TCR-2 RNA binding activity | Q9XUB2 | MEX-5/FITC-TCR2 RNA binding, fluorescence polarization; hits give low values | activity score (negative = inhibition of binding), % at 10 µM | 0.38% of 300,000 active;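 active = inhibition past about -25% in most replicates, and total fluorescence under double the plate's negative control median, limit read from the data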;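 also: 0% = DMSO and -100% = 5 µM competing unlabeled TCR2 RNA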
# PAD4 FP inh – inhibitors of human PAD4; Q9UM07; recombinant PAD4, RCA probe fluorescence polarization; inhibition, % at 6.36 µM; 0.41% of 330,000 active;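 active = percent inhibition above a cutoff equal to the mean of all tested compounds plus 3 SD, cut at about 15% in these data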;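 also: 0% = PAD4 with RCA probe and DMSO and 100% = probe without PAD4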
# Target sequence (Q9UM07 whole entry, looked up): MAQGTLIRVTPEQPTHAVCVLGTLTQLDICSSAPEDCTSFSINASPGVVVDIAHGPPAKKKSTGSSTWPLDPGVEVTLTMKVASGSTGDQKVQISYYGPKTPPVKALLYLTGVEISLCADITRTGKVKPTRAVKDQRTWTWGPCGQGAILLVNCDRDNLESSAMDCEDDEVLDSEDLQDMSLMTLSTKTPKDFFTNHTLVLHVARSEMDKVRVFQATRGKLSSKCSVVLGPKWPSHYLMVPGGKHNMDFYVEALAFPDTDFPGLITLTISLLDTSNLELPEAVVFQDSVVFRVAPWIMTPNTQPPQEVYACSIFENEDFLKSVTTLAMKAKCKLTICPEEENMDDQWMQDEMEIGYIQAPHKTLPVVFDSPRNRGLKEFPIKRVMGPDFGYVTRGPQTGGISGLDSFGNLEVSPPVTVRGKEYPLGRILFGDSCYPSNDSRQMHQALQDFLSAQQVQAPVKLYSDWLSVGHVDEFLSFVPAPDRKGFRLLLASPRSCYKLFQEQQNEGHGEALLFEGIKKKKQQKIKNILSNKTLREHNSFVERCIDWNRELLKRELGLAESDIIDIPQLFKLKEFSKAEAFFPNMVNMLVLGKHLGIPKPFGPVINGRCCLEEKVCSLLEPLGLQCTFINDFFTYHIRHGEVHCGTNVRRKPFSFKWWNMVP
# BCLXL inh – blocks human Bcl-xL binding to Bim BH3 peptide; Q07817; GST-Bcl-xL / FITC-Bim BH3 peptide fluorescence polarization; inhibition, % at 10.9 µM; 0.7% of 320,000 active; AID 2129;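 active = inhibition above the mean of all tested compounds plus 3 SD, cutoff set per campaign, cut at about 30% in these data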;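 also: 0% = DMSO wells and 100% = unlabeled Bim-BH3 peptide competitor; inhibitors lower millipolarization by displacing the labeled peptide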
# GSTO1 inh – blocks human GSTO1 in RBBP9 counter-screen; P78417; recombinant GSTO1, activity-based probe fluorescence polarization; inhibition, % at 5.96 µM; 1.1% of 300,000 active;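 active = inhibition above the campaign mean inhibition plus 3 SD, cut at about 35% in these data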;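 also: 0% = GSTO1-1 with DMSO and 100% = wells lacking GSTO1-1 enzyme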
# Target sequence (P78417 whole entry, looked up): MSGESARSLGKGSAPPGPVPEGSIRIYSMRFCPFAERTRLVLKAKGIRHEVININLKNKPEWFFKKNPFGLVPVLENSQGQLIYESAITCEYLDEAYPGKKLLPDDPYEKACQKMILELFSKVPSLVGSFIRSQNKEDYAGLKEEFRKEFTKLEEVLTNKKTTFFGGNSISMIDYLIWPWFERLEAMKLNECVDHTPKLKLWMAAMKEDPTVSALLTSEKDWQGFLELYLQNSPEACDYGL
# Active calls of the source: *; · = not tested or not shown.
SMILES,GLD-1 RNA inh,TPT1 inhibitor,MCL1-BIM inh,PME-1 primary,Fam108B counter,MEX-5 binding,PAD4 FP inh,BCLXL inh,GSTO1 inh
Cc1cccc(N=C2NC(=O)C(CO)(CO)S2)c1,2,3,3,-2,3,0.8,-1,5,0
CCOC(=O)Cc1csc(NC(=O)/C=C\c2ccccc2)n1,4,3,0,-1,4,2.8,-7,-3,3
O=C1CC(N2CCN(c3ccc(Cl)c(Cl)c3)CC2)C(=O)N1 (stereo not drawn),-4,1,0,1,0,-0.2,-4,1,-1
NC(=O)N1c2ccccc2CC(=O)c2ccccc21,10,-3,6,-8,1,-12,-5,5,-1
CC1CC(C)CN(S(=O)(=O)c2cc3c4c(c2)CCC(=O)N4CCC3)C1 (stereo not drawn),-1,1,0,8,1,0.5,-7,-2,10
O=C1N[C@@H](Cc2cn(S(=O)(=O)c3c(F)c(F)c(F)c(F)c3F)c3ccccc23)C(=O)N[C@H]1Cc1ccccc1,0,-1,-3,-10,-10,-0.5,5,4,-9
O=C(Nc1nccs1)c1ccc(Cl)c([N+](=O)[O-])c1,5,-1,-4,-6,-1,0.3,-3,8,23
FC(F)(F)c1cccc(N2CCc3cn[nH]c32)c1,2,-7,3,3,12,-0.8,5,-2,4
COc1ccc(OCC(=O)Nc2ccc(N3CCOCC3)cc2)cc1,0,-2,3,3,3,-2.6,-1,3,9
COc1ccccc1CNC(=O)C1CCC(CNC(=O)[C@@H]2Cc3ccccc3CN2)CC1 (stereo partly drawn),-8,0,0,0,5,-0.1,-2,-1,-6
CCOC(=O)c1[nH]c2ccc(OC)cc2c1NC(=O)/C=C/c1ccc2c(c1)OCO2,-8,1,7,-10,-3,-0.4,0,4,-1
Cc1nc(-c2ccccc2)sc1C(=O)CSc1ccccc1,-1,-1,-4,-2,-2,1.5,-6,7,-2
COc1cc2c(cc1OC)CN(CC(=O)Nc1cccc(C(F)(F)F)c1)CC2,2,-2,9,4,0,-1.3,3,7,-2
CCOC(=O)c1cnn(-c2nc3c(C)cccc3s2)c1C(F)(F)F,1,-2,-5,5,-5,1.1,3,0,-5
Nc1ccccc1C(=O)/C=C/c1ccc2c(c1)OCO2,7,0,1,2,-1,0.9,-1,-2,2
COCCNC(=O)CN(c1ccc(C)cc1)S(=O)(=O)c1ccc(SC)cc1,4,-1,2,-1,-4,-0.2,-2,2,-1
O=C1c2ccccc2S(=O)(=O)c2cc(N3CCN(c4ccccn4)CC3)ccc21,-2,-1,-4,0,1,-12,-7,1,0
COCCN(CCOC)C(=O)c1c[nH]c2ccc(S(=O)(=O)N(C)c3ccc(F)cc3)cc2c1=O,0,-3,3,4,1,-0.7,0,5,5
Cc1ccc(S(=O)(=O)N2CCOC23CCN(S(=O)(=O)c2cccs2)CC3)cc1,-1,3,9,12,3,-2.6,0,1,5
COc1ccc(CNC(=O)[C@@H](NC(=O)C2CCN(C(=O)[C@@H](N)Cc3ccccc3)CC2)C(C)C)cc1,1,0,-1,4,-1,0.3,1,-3,-5
COC(=O)C1=C(C)NC(C)=C(C(=O)OC)C1C(=O)OCC(=O)N1c2ccccc2CC1C (stereo not drawn),0,0,4,-6,-3,1.8,4,4,-1
CC(C)c1ccc(-c2nnn(CC(=O)N3CCCCC3)n2)cc1,9,-5,-1,2,2,2.4,-2,8,2
O=[N+]([O-])c1cccc(CNCc2ccccc2)c1,-1,2,-3,0,3,-2.3,3,4,9
O=S(=O)(NCCc1ccccc1)c1cccc2cccnc12,-12,-2,-6,-3,0,-2.5,-1,-1,-4
CN(c1ccc(C(=O)Nc2cccc([N+](=O)[O-])c2)cc1)S(C)(=O)=O,1,-4,-1,-3,-4,1.5,0,9,6

# Going on with the list.
SMILES,GLD-1 RNA inh,TPT1 inhibitor,MCL1-BIM inh,PME-1 primary,Fam108B counter,MEX-5 binding,PAD4 FP inh,BCLXL inh,GSTO1 inh
COc1cc(C(=O)OCC(=O)NCCN2C(=O)CSC2=O)ccc1OCc1c(C)noc1C,-1,2,-1,-1,1,0.7,0,-2,10
CCCn1cc2c(c1-c1ccc(C)cc1)c(=O)n(C)c(=O)n2C,2,-3,4,0,-3,-0.9,4,5,11
CCCNC(=O)Nc1ccc(C)cc1C,-7,2,-8,2,12,0.1,-2,1,8
COc1ccc(C(=O)COc2ccc(C)cc2NC(C)=O)cc1,5,1,6,1,-2,3.9,2,4,-4
Cc1cc(OC(C)C(=O)Nc2ccc(S(=O)(=O)Nc3onc(C)c3C)cc2)cc(C)c1Cl (stereo not drawn),1,0,6,12,0,-0.5,-1,6,4
O=C(COc1c(Br)cc(Br)c2cccnc12)Nc1ccccc1F,4,-1,21,1,-8,1.6,-6,11,20
O=S(=O)(/N=C(/Nc1ccc(F)cc1F)c1ccccc1)c1ccc(Br)cc1,-6,-1,6,4,5,2.3,1,5,5
Cn1c(=O)c2nc(-c3ccccc3)c(-c3ccccc3)nc2n(C)c1=O,5,-4,3,4,-5,5.4,-1,-2,3
CCc1cccc2[nH]c3cc([N+](=O)[O-])ccc3c12,-6,-4,10,-2,1,0.3,-3,4,-3
O=C(O)CCc1ccc(S(=O)(=O)N2CCOCC2)cc1,6,-2,3,-5,0,11,2,5,5
CC(=O)NC(Cc1cccc(F)c1)C(=O)NC1CCN(C(=O)c2cccc(C)c2)CC1 (stereo not drawn),8,0,-7,-3,0,2.1,-2,-2,6
O=C(COC(=O)C1(c2ccc(F)cc2)CCCC1)Nc1ncc(C(F)(F)F)cc1Cl,3,-3,9,5,-8,1.0,0,10,5
CCOC(=O)N1CCC(O)(c2cc(C)c(C)cc2C)CC1,9,-1,3,-4,1,-2.4,4,3,13
C#CCOCCOCCOCCNc1nc(N2CCN(C(=O)[C@H](CCCCN)n3cc(C(N)CO)nn3)CC2)nc(N2CCN(C(=O)[C@H](CCC(=O)O)n3cc(C(N)[C@H](C)CC)nn3)CC2)n1 (stereo partly drawn),3,-1,1,6,0,-3.7,0,1,17
COc1ccc(-n2c(Cc3cccs3)nnc2SCC(=O)Nc2ccc3c(c2)OCCO3)cc1,4,-6,10,-9,1,-0.6,-5,4,4
CCOC(=O)c1ccc(CNC(=O)CSc2nc(NC(=O)c3ccccc3)c3c(C)c(C)oc3n2)cc1,7,1,1,2,-3,0.2,-3,-3,3
CCc1nnc(NC(=O)CN2CCC(O)(c3ccccc3OC)CC2)s1,4,1,1,6,2,-1.7,-1,5,5
O=C(CNc1ccc(F)cc1)N/N=C1\CCCc2ccccc21,-8,6,7,-6,1,0.2,0,0,2
CCOc1ccc(CCNC(=O)c2cnccn2)cc1OCC,8,-1,-2,1,3,0.0,-2,0,13
CCOC(=O)C(NC(=O)c1ccccc1)(OCC1(CC)COC1)C(F)(F)F (stereo not drawn),6,-4,3,1,3,0.2,-2,-2,-3
CC1Cc2cc(S(=O)(=O)N3CCC(C(=O)N(C)Cc4ccco4)CC3)ccc2N1C(=O)C1CCC1 (stereo not drawn),3,-1,-2,3,4,-2.5,-2,1,-10
O=C(c1cccc(NS(=O)(=O)c2ccccc2)c1)N1CCCCC1,9,-7,-1,-7,6,0.6,0,6,-5
O=C(CN1C(=O)NC2(CCc3ccccc3C2)C1=O)Nc1ccc(F)cc1 (stereo not drawn),3,0,3,1,5,-4.2,1,4,6
Cc1ccccc1COc1ccc(/C(O)=C2/C(=O)C(=O)N(CCCn3ccnc3)C2c2ccco2)cc1 (stereo not drawn),-6,-1,8,-5,-7,-0.9,-5,7,1
Cc1noc(C)c1C(=O)Nc1sc(C)c(-c2ccccc2)c1C#N,1,1,-4,2,1,3.1,0,3,6

# Random excerpt: 4 compounds from above
SMILES,GLD-1 RNA inh,TPT1 inhibitor,MCL1-BIM inh,PME-1 primary,Fam108B counter,MEX-5 binding,PAD4 FP inh,BCLXL inh,GSTO1 inh
O=C(Nc1nccs1)c1ccc(Cl)c([N+](=O)[O-])c1,5,-1,-4,-6,-1,0.3,-3,8,23
COCCNC(=O)CN(c1ccc(C)cc1)S(=O)(=O)c1ccc(SC)cc1,4,-1,2,-1,-4,-0.2,-2,2,-1
COc1cc2c(cc1OC)CN(CC(=O)Nc1cccc(C(F)(F)F)c1)CC2,2,-2,9,4,0,-1.3,3,7,-2
COc1ccc(C(=O)COc2ccc(C)cc2NC(C)=O)cc1,5,1,6,1,-2,3.9,2,4,-4

# Arranged by the number under GLD-1 RNA inh (high to low): 4 from the list above.
Compound,GLD-1 RNA inh
CCOC(=O)c1ccc(CNC(=O)CSc2nc(NC(=O)c3ccccc3)c3c(C)c(C)oc3n2)cc1,7
CCOC(=O)Cc1csc(NC(=O)/C=C\c2ccccc2)n1,4
Cc1ccc(S(=O)(=O)N2CCOC23CCN(S(=O)(=O)c2cccs2)CC3)cc1,-1
O=C1c2ccccc2S(=O)(=O)c2cc(N3CCN(c4ccccn4)CC3)ccc21,-2

# Next section
SMILES,GLD-1 RNA inh,TPT1 inhibitor,MCL1-BIM inh,PME-1 primary,Fam108B counter,MEX-5 binding,PAD4 FP inh,BCLXL inh,GSTO1 inh
O=C1C(CCCNC(=S)NCc2ccccc2)NC(=S)N1Cc1ccccc1 (stereo not drawn),-6,0,5,5,2,-4.7,-6,7,2
CCn1nc(C)c(CNC(=O)C2CCC(=O)N(CCc3ccc(OC)cc3)C2)c1C (stereo not drawn),0,0,3,-7,0,0.9,-6,6,6
Cn1c(NC(=O)c2ccccc2C(F)(F)F)cc(=O)n(C)c1=O,162*,-2,1,4,0,-1.7,-2,3,6
C=CCNC(=S)NNc1nc2c(c(=O)[nH]1)C1(CCCCC1)Cc1ccccc1-2,8,-2,3,2,-2,0.6,2,-11,-7
CC(Nc1cc(N2CCCC2)ccc1[N+](=O)[O-])c1ccccc1 (stereo not drawn),3,4,3,1,2,1.7,-3,2,5
CCN(CC(=O)NCc1cccs1)C(=O)CCCOc1ccccc1,5,·,-2,-1,·,·,-4,-1,·
Cc1ccccc1C(=O)NC1CCCN(Cc2ccccc2F)C1 (stereo not drawn),6,-1,-3,-2,-1,2.7,0,3,4
COc1ccc(CCNC(=O)c2cc3c(=O)n4cccc(C)c4nc3n(CC3CCCO3)c2=N)cc1 (stereo not drawn),-1,1,-7,2,1,2.4,-2,2,-3
COc1ccc(OCC(=O)NNC(=S)NC(=O)c2ccc([N+](=O)[O-])cc2)cc1,7,3,9,-2,1,-14,-1,6,5

# Single values from the list.
# `COc1cc2c(cc1OC)CN(CC(=O)Nc1cccc(C(F)(F)F)c1)CC2` in TPT1 inhibitor is entered as -2
# `CN(c1ccc(C(=O)Nc2cccc([N+](=O)[O-])c2)cc1)S(C)(=O)=O` in GSTO1 inh is entered as 6

# The list is partial (hit frequency here may not be typical).
